Screening data deposited in PubChem BioAssay by National Center for Advancing Translational Sciences (NCATS).
Peg3 imprint – induces erasure of genomic imprints in mouse ES cells | mouse ES Peg3-LacZ reporter, beta-gal luminescence, 40 h | Potency, µM (highest dose often 60.7 µM), without a hit: top-dose activity change, positive = activation, usual class: activators | AID 1948 | 110,000 tested, 0.02% active;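 note: 0% = negative control wells on the plate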
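Imprint erasure is scored as LacZ activity from the silenced maternal Peg3 allele in feeder-free female ES cells cultured 40 h with LIF. Luminescence is normalized to in-plate negative controls and fitted to the Hill equation.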
p53ts 32C tox – cytotoxicity in p53ts cells at permissive temperature; H1299-p53A138V at 32C, ATP luminescence viability, 24 h; Potency, µM (doses to about 46.1 µM), for the others: at the highest dose activity change, negative = cytotoxicity, usual class: cytotoxic; 130,000 tested, 0.93% active; AID 924;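 note: 0% = DMSO and -100% = full killing by reference compound; nearly all actives have a fitted effect of over 55% in size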
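Viability by ATPlite luminescence after 24 h compound treatment (up to 46 uM) at the permissive 32C. Cells are H1299 carrying p53 A138V. Scale runs from DMSO basal to 100 uM tamoxifen as full kill; AC50 from Hill fits.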
IkB signaling – inhibitors of IkB signaling in ABC-DLBCL cells; AID 445; Potency, µM (highest dose often 57.1 µM), inactives show at the top dose IkBa stabilization activation; ABC-DLBCL IkBa-CBG/CBR dual luciferase ratio, 4 h; response scale: scaled: untreated 0%, proteasome inhibitor 100%; 110,000 tested, 0.04% active; active = well fitted curve in the direction sought with a large enough effect in the signal ratio, not every such curve was filed as active; inconclusive = small, poorly fitted or top-dose-only effect, or a change in a side signal; the % refers to the signal ratio;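 note: the direction sought is a rising ratio; 0% = basal untreated cells and 100% = reference inhibitor full response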
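In this assay, an IκBα–CBG68 fusion accumulates when IKK-driven degradation is blocked; native CBR normalizes for cell number. OCI-Ly3 cells were treated 4 h with compound and doxycycline, then green and red light read after Chroma-Glo addition.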
p53ts 39C tox – kills p53ts cells at the nonpermissive temperature; H1299-p53A138V viability at 39C, ATP luminescence, 24 h; Potency, µM (doses to about 46.1 µM), without a hit: at the highest dose activity change, negative = cell killing, hits mostly cytotoxic; 130,000 tested, 1.5% active; AID 902; note: nearly all actives have a fitted effect of over 55% in size
* hit, by the source's call; u = inconclusive; x = not tested or not shown; & = joins results of further samples; [ ] = remark or other dose. Unless noted, calls come from the whole dose curve; as a rule, active = well fitted curve in the direction sought with a large enough effect; inconclusive = small, poorly fitted or top-dose-only effect, or another doubt; inactive = no such curve, though single readings can be large; an effect the other way counts as inactive or inconclusive. Unless noted, % is set by controls: 0 for no effect and ±100 for the full control effect; potency is the fitted concentration of half-maximal effect. Not a hit list; any-hit rate near 1.7%.

SMILES	Peg3 imprint	p53ts 32C tox	IkB signaling	p53ts 39C tox
Fc1cccc(-c2nnn3c2nc(NCCc2ccccc2)c2ccccc23)c1	12%[10.9 µM]	-3%	u	9%
O=c1c(NCc2ccccc2Cl)nccn1-c1ccccc1	-7%[10.9 µM]	12%	16%	-22%
O=C(Nc1cccc2cccnc12)c1cccnc1	-11%	3%	2.0%	3%
Cc1ccc(-c2nc(CS(=O)CC(=O)NC3CCC(C)CC3)c(C)o2)cc1 (stereo unspecified)	-16%	10%	5.8%	-3%
COc1ccc(-c2nc3cnc(N4CCN(C)CC4)nc3n(-c3ccc(OC)cc3)c2=O)cc1	-11%	-6%	-0.2%[11.4 µM]	-4%
CSc1nc(C)cc(OCC(=O)n2nc(C)cc2C)n1	2%	4%	-1.7%	12%
CCn1cc(CCC(=O)NCc2ccccc2OC)c2ccccc21	-13%[10.9 µM]	-5%	-0.2%	-21%
CCCCOc1ccc(Cl)cc1CSc1nnc(C)n1N	6%	-2%	-1.0%	5%
CC(C)(C)c1ccc(OCc2nc3ccccc3n2CCOc2ccccc2)cc1	-12%[10.9 µM]	-2%	u	-5%
CCOc1ccc(CN2C(=O)c3ccccc3Sc3ccc(C(=O)N4CCN(C)CC4)cc32)cc1	-11%[10.9 µM]	21%	u	18%
CCC(=O)N1c2ccccc2CC1C(=O)NCc1ccc(N(C)C)cc1 (stereo unspecified)	-4%[10.9 µM]	10%	-0.6%	4%
Cc1nnc(SCc2ccccc2Cl)n1CC1CCCO1 (stereo unspecified)	-12%	-3%	-0.1%	-3%
Cc1ccc2c(c1C)NC(=O)C2(O)CC(=O)c1ccc2c(c1)OCO2 (stereo unspecified)	-3%	4%	-0.6%	4%
COc1cccc(-c2noc(COc3cccc(C)c3C)n2)c1	-49%[inhibitor][10.9 µM]	-5%	-1.9%	-18%
CCOCCCNC(=O)C(c1ccc(Cl)cc1)N(Cc1ccc2c(c1)OCO2)C(=O)c1ccccc1O (stereo unspecified)	-4%[10.9 µM]	12%	u	-17%
O=C(O)CCN=C1CCCc2ccccc2N1	-2%	5%	-2.0%	3%
CCc1nc(SCC(=O)N2CCc3ccccc32)c2oc3ccccc3c2n1	4%	1%	-0.3%	7%
CC12CCC(C(=O)NCc3ccccc3)(OC1=O)C2(C)C (stereo unspecified)	-13%	7%	-3.4%	18%
COc1ccc(C(=O)COC(=O)c2ccc(OC)c(OC)c2)cc1OC	-9%	-11%	-1.4%	9%
Cc1ccccc1OCC(=O)Nc1cccc2nsnc12	x	-12%	x	3%
COC(=O)CSc1nnc(CNC(=O)c2cccs2)n1-c1cc(OC)ccc1OC	1%	-13%	0.2%	1%
COc1cccc(CNC(=O)c2cc3c(s2)-c2ccccc2OC3)c1	12%[10.9 µM]	6%	u	-16%
COCCCNS(=O)(=O)c1ccc2c(c1)CCN2C(C)=O	19%	2%	-0.7%	-8%
O=C(CSc1nc2c(c(=O)[nH]1)CCCC2)Nc1ccc(Cl)cc1F	-4%	-24%	1.9%	-5%
COc1ccc(CCNC(=O)C2CCCN2C(=O)NC2CCCCC2)cc1OC (stereo unspecified)	-7%	7%	-1.3%	8%
CCOc1ccc(NC(=O)Cn2nc(Cc3cccnc3)c3ccccc3c2=O)cc1	-7%[10.9 µM]	-2%	1.2%	-16%
CCOC(=O)c1ccc(NC(=O)C2=C(C)Nc3nc(CCCO)nn3C2c2cccc(C)c2)cc1 (stereo unspecified)	-4%	-10%	3.7%	-14%
CCOC(=O)c1ccccc1NC(=O)C(=O)Nc1ccc2nc3n(c(=O)c2c1)CCCCC3	-11%[10.9 µM]	3%	2.3%	u
CCn1c(=O)[nH]c2cc(Cl)c(Cl)cc21	7%&-4%	-14%	u	-26%
CCCCC(=O)Nc1ccc(C(=O)N2CCN(c3ccccc3OC)CC2)cc1	-10%	-1%	0.2%	6%
CCOC(=O)c1c(Cc2cccc(Cl)c2)c[nH]c1C	x	11%	x	-9%
CCCn1nnnc1NCc1ccc(N2CCCC2)cc1	x	-1%	x	13%
CCOC(=O)C1CCN(C(c2ccc(OC)c(OC)c2)c2sc3nc(C)nn3c2O)CC1 (stereo unspecified)	-7%	15%	4.0%	8%
CCC(=O)N1CCc2cc(CNS(=O)(=O)c3cccs3)ccc21	11%[10.9 µM]	-13%	-1.0%	-29%
O=C(C1CCN(S(=O)(=O)N2CCC3(CC2)OCCO3)CC1)N1CCN(Cc2ccccc2)CC1	-16%	-1%	-0.6%	2%
CCOc1ccc(NC(=O)CC2C(=O)N(c3ccccc3)C(=O)N2CCc2ccc(OC)cc2)cc1 (stereo unspecified)	23%[10.9 µM]	-4%	2.8%	-19%
Cc1ccc(S(=O)(=O)c2nc(S(=O)(=O)c3ccc(C)cc3)c(NC(C)C)s2)cc1	-2%[10.9 µM]	12%	u	-6%
CCOc1ccc2nc(N(Cc3cccnc3)C(=O)C3CCCCC3)sc2c1	-19%[10.9 µM]	-5%	u	-3%
N#Cc1ccccc1Cn1c(SCC(=O)Nc2ccc(F)cc2)nc2ccccc21	4%[10.9 µM]	1%	u	-20%
CC1=C(C(=O)N2CCCCC2)C(c2cccs2)C2=C(CCCC2=O)N1 (stereo unspecified)	-9%	5%	-0.8%	-4%
O=C(Cn1c(=O)c2cccn2c2ccccc21)Nc1cc(F)ccc1F	-5%[10.9 µM]	1%	u	1%
CCc1cccc(CC)c1NC(=O)Cn1c(=O)c(-c2cc(C)ccc2NC(C)=O)nc2ccccc21	-11%[10.9 µM]	1%	-0.3%	-1%
CCCC[C@@H]1C[C@H]1C(NC(=O)c1ccco1)c1ccccc1 (stereo partly specified)	-22%	5%	x	7%
CC(=O)Oc1ccc2c(c1)CCC1C2CC[C@@]2(C)C1CC(OC(C)=O)C2OC(C)=O (stereo partly specified)	-3%	3%	x	8%
COc1ccccc1CNc1ccnc(-c2cccc(NS(C)(=O)=O)c2)n1	-13%	6%	0.8%[11.4 µM]	-11%
CCCCCCCCCCCCCCCC(=O)NC(C)C	-3%	2%	0.6%	-12%
CCOC(=O)C1CCCN(C(=O)c2ccc3c(c2)sc2nc(-c4ccc(CC)cc4)cn23)C1 (stereo unspecified)	-16%[10.9 µM]	-3%	-0.7%	6%
CCOc1ccc(CNC(=O)Cn2ccc3cc(S(=O)(=O)N4CCCCC4)ccc32)cc1	-6%[10.9 µM]	-1%	u	-13%
CCn1nc(C(=O)OCC(=O)c2cc(C)n(Cc3cccs3)c2C)c2ccccc2c1=O	-19%	u	6.1%	u
Cc1nnc(SCc2ccccc2)c2cc3sccc3n12	-17%[10.9 µM]	-7%	-2.2%	-21%
O=C(NCCc1ccccc1)c1ccc(CSc2nc3ccncc3n2Cc2ccccc2F)cc1	-13%[10.9 µM]	7%	u	-9%
CSc1nnc(-c2ccccc2)n1C	2%	-6%	0.0%	1%
CCSc1oc(-c2ccco2)nc1S(=O)(=O)c1ccc(Br)cc1	-9%[10.9 µM]	0%	u	-4%
COc1cccc(CNC(=O)CCCCCn2c(=O)[nH]c3cc(OC)c(OC)cc3c2=O)c1	-8%[10.9 µM]	6%	u	-1%
COc1ccc(CNc2nc3nc(C)cc(C)n3n2)cc1OC	17%	3%	-0.9%	5%
CCOc1ccc(NC(=O)N(CCC(C)C)C(C)c2ccco2)cc1 (stereo unspecified)	-8%	-4%	4.4%	5%
O=C(CSc1nnc(Cc2cccs2)n1C1CCCCC1)N1CCN(C(=O)c2ccco2)CC1	-16%	1%	u	2%
C=CCOC(=O)C1=C(C)NC(=O)NC1c1ccc(OC(=O)c2ccco2)c(OC)c1 (stereo unspecified)	-5%	10%	1.7%	12%
COc1cc2c(cc1OC)C(c1cccc(OC)c1OC)CC(=O)N2 (stereo unspecified)	-10%	1%	0.8%	4%
CCN(CC)CC(=O)N(CC(=O)Nc1c(C)cc(C)cc1C)C1CCCCC1	4%	-7%	0.7%	16%

The list continues.
SMILES	Peg3 imprint	p53ts 32C tox	IkB signaling	p53ts 39C tox
COc1ccc(-n2cnc3cc(N)ccc32)cc1	x	-7%	x	0%
CCOC(=O)c1c(N)sc2c1CCS(=O)(=O)C2	-5%	10%	-0.1%	1%
CCN(Cc1ccccc1)Cc1cc(OC)cc(OC)c1	-15%	-7%	0.3%	10%
COc1ccc2nc(C)cc(N3CC(C)OC(C)C3)c2c1 (stereo unspecified)	-13%	-3%	1.4%	-3%
Cc1nc(CC(=O)N2CCN(c3cccc(C)c3C)CC2)cs1	-18%	2%	1.2%	-11%
COc1ccc(Cl)cc1NC(=O)CCn1c(=O)c2cccn2c2ccccc21	-8%[10.9 µM]	4%	u	-13%
CCOc1ccccc1CNC(=O)CCc1c(C)nn(-c2ccc(N3CCOCC3)nn2)c1C	-12%[10.9 µM]	10%	-1.8%	-29%
C=CCN(CC=C)S(=O)(=O)c1ncn[nH]1	-5%	2%	-0.2%	1%
COc1cc(C(=O)Nc2ccc3oc(-c4ccc(C)c(Br)c4)nc3c2)cc(OC)c1OC	-12%[10.9 µM]	-14%	11%	u
Cc1ccc(C)c(S(=O)(=O)c2nnn3c2nc(Nc2ccc(F)c(Cl)c2)c2sccc23)c1	-20%[10.9 µM]	13%	u	2%
CCOC(=O)N1CCN(Cc2nc3c(c(=O)n(C)c(=O)n3C)n2Cc2cc(C)ccc2C)CC1	4%	1%	0.0%	6%
C=CCNC(=O)C1CCN(S(=O)(=O)c2ccccc2)CC1	-7%	-6%	1.2%	-2%

Structures from the list above that contain fluorine (6):
SMILES	Peg3 imprint	p53ts 32C tox	IkB signaling	p53ts 39C tox
Fc1cccc(-c2nnn3c2nc(NCCc2ccccc2)c2ccccc23)c1	12%[10.9 µM]	-3%	u	9%
O=C(CSc1nc2c(c(=O)[nH]1)CCCC2)Nc1ccc(Cl)cc1F	-4%	-24%	1.9%	-5%
N#Cc1ccccc1Cn1c(SCC(=O)Nc2ccc(F)cc2)nc2ccccc21	4%[10.9 µM]	1%	u	-20%
O=C(Cn1c(=O)c2cccn2c2ccccc21)Nc1cc(F)ccc1F	-5%[10.9 µM]	1%	u	1%
O=C(NCCc1ccccc1)c1ccc(CSc2nc3ccncc3n2Cc2ccccc2F)cc1	-13%[10.9 µM]	7%	u	-9%
Cc1ccc(C)c(S(=O)(=O)c2nnn3c2nc(Nc2ccc(F)c(Cl)c2)c2sccc23)c1	-20%[10.9 µM]	13%	u	2%

A portion taken from the entries so far, for reference:
SMILES	Peg3 imprint	p53ts 32C tox	IkB signaling	p53ts 39C tox
CCOc1ccc(CN2C(=O)c3ccccc3Sc3ccc(C(=O)N4CCN(C)CC4)cc32)cc1	-11%[10.9 µM]	21%	u	18%
CCC(=O)N1c2ccccc2CC1C(=O)NCc1ccc(N(C)C)cc1 (stereo unspecified)	-4%[10.9 µM]	10%	-0.6%	4%
Cc1nnc(SCc2ccccc2Cl)n1CC1CCCO1 (stereo unspecified)	-12%	-3%	-0.1%	-3%

(next part)
SMILES	Peg3 imprint	p53ts 32C tox	IkB signaling	p53ts 39C tox
Nc1ccc2c(C(F)(F)F)cc(=O)oc2c1	-3%	9%	-1.1%	-6%
CC1CCCCC1NC(=O)C1CCN(S(=O)(=O)N2CCOCC2)CC1 (stereo unspecified)	6%	-9%	1.7%	-6%
CCCC(C)C1C(C#N)=C(N)Oc2cc(C)oc(=O)c21 (stereo unspecified)	5%	14%	-0.5%	1%
Cc1cc(NC(=O)COC(=O)C2CCN(S(=O)(=O)c3ccc(Cl)cc3)CC2)no1	2%	-2%	-0.8%	-9%
CCCOc1ccc(C2c3c(oc4ccc(F)cc4c3=O)C(=O)N2CCc2ccc(OC)cc2)cc1 (stereo unspecified)	15%[10.9 µM]	0%	-0.1%	7%
CC1CCC(C(=O)NC(C(=O)OCC(=O)c2ccccc2)C(C)C)CC1 (stereo unspecified)	-9%[10.9 µM]	-2%	u	15%
COc1ccc(C2C(C(=O)Nc3ccc(C)cc3C)=C(C)Nc3nc4ccccc4n32)c(OC)c1 (stereo unspecified)	-7%[10.9 µM]	6%	u	-25%
CCOc1ccc(C2Oc3nc(SC)nnc3-c3ccccc3N2C(C)=O)cc1OC (stereo unspecified)	10%	3%	-3.9%	6%
CCOc1ccc(NC(=O)C(=O)NCC(c2cccnc2)N2CCc3ccccc32)cc1 (stereo unspecified)	-10%[10.9 µM]	-13%	1.6%	-21%
O=C(COC(=O)COc1ccc(Nc2ccccc2)cc1)NCc1ccco1	-7%	11%	1.1%	4%
